# Assay outcomes from PubChem BioAssay.
# NR2E3 ag-1: NR2E3 agonists in two-hybrid cells, primary screen, cell-based, luminescence, CHO-S, Gal4-NCOR/VP16-NR2E3; luciferase; inhibition of corepressor binding, % at 3.98 µM; 360,000 compounds, 0.35% hits; AID 602229, 2012;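 active means inhibition above the mean of all tested compounds plus 3 SD, cut at about 70% in these data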;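 further: 0% = DMSO with NR2E3 transfected cells and 100% = cells lacking NR2E3 construct; higher means lower luciferase signal from less NR2E3 corepressor binding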
# Target sequence (Q9Y5X4 whole entry, looked up, the tested form may be a part): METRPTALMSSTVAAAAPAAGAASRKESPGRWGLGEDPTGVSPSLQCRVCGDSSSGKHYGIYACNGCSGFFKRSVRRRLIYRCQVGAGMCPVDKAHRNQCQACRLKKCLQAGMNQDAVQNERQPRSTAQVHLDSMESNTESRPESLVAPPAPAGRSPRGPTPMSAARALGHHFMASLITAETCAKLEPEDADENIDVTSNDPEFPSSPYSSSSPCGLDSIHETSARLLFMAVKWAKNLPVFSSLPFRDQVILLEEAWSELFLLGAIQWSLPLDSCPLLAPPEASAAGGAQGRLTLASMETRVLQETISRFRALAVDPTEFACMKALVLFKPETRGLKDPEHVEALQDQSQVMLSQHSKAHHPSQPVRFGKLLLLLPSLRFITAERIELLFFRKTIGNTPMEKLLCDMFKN
# TWEAK-Fn14 inh: inhibitors of TWEAK-Fn14 signaling, primary screen, luciferase reporter cells, uHTS | TWEAK-stimulated Fn14 reporter cells, luciferase luminescence, 8 h | inhibition, % at 10 µM | 360,000 compounds, 2% hits; in the data active means inhibition above about 50%
# NR2E3 ag-2: inhibitors of NR2E3-RetCOR corepressor binding, primary screen, NR2E3 agonist project, biochemical, TR-FRET, GST-NR2E3, biotin-RetCOR. 1536-well. inhibition of corepressor binding, % at 4.78 µM. 320,000 compounds, 0.12% hits. AID 2300, 2010;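 active means percent inhibition above the cutoff of mean plus 3 SD of all tested compounds, set per screening campaign, cut at about 20% in these data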;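 further: 0% = DMSO wells and 100% = biotin wells as full block of FRET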
#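 Assay system: NR2E3–RetCOR corepressor complex. Quantity: 1.35 nM GST-NR2E3. Buffer or medium: pH 7.5 Tris-based buffer. Reagent: biotinylated RetCOR corepressor at 7 nM final. Schedule: 5 h at 4 °C. Detection: TR-FRET, emission read at 617 and 671 nm. Replicates: one well per compound, singlicate testing.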
# Peg3 prom inh: Peg3 promoter-driven luciferase inhibitors, primary screen, cell-based, HeLa, luciferase luminescence; HeLa PEG-Prom luciferase reporter, overnight; 360,000 compounds, 1.7% hits; inhibition, % at 20 µM;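 active means inhibition of at least 50% at 20 µM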
# Shn3 inh set2: reduction of Shn3 3'UTR firefly luciferase signal, primary screen, Schnurri-3 inhibitor project, cell-based, Clone20 osteoblasts, set 2; inhibition, % at 12.5 µM; Clone20 osteoblast Shn3 3'UTR firefly luciferase, 24 h; 360,000 compounds, 0.52% hits;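 active means mean inhibition of at least 75% with every replicate also reaching 75%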;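 further: 0% = median of neutral control wells and 100% = pilot-screen positive control compound; some compounds past the cut are filed as inactive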
# HIF-2a block: HIF-2a reporter inhibitors, primary screen, luminescence, 786-0 RCC cells. 786-0 RCC cells HIF-2a reporter, luciferase luminescence, overnight. inhibition, % at 18.8 µM. 360,000 compounds, 0.72% hits. AID 624352, 2012;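 active means inhibition of the luminescence signal of 40% or more relative to plate controls, in a single-dose primary screen at 18.75 µM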
# TROY signal inh: inhibitors of TROY-driven NF-kB signaling, primary screen, Q293 LMP1-TROYcd cells, NF-kB luciferase, uHTS. AID 1347056, 2019. Q293 LMP1-TROYcd NF-kB luciferase reporter, 4 h. 360,000 compounds, 0.98% hits. inhibition, % at 10 µM;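 active means compounds whose plate-normalised and pattern-corrected inhibition of the luciferase reporter signal at the single screening dose is 50% or more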
# MITF TRPM1 inh: inhibitors of MITF-dependent TRPM1 promoter reporter, primary screen, cell-based, SK-MEL-5, single point, luciferase. SK-MEL-5 TRPM1 promoter luciferase, 24 h. inhibition, % at 12.5 µM. 330,000 compounds, 0.83% hits. AID 488899, 2010;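 active means mean inhibition across replicates of 60% or more, whatever share of single replicates reaches that level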; further: values of inactives mirror those of a sister screen read the other way
# CF NFkB block: inhibitors of PAF-induced NF-kB signaling, primary screen, cell-based, GFP fluorescence, uHTS. KKLEB NF-kB-GFP reporter, GFP fluorescence overnight. inhibition, % at 5 µM. 360,000 compounds, 0.86% hits;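 active means at least 50% inhibition at 5 µM, scaled per plate between neutral and stimulator controls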;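 further: PAF is a Pseudomonas aeruginosa culture filtrate used as stimulus; plate controls were PAF-stimulated DMSO wells for no effect and unstimulated DMSO wells for full effect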
# TRAIL sens C8: viability loss with TRAIL in NB7+C8 cells, primary screen, TRAIL sensitizer project, cell-based, ATPlite luminescence | 360,000 compounds, 1% hits | inhibition (viability loss, TRAIL sensitization), % at 10 µM | AID 624354, 2012;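 active means compounds causing at least 50% loss of cell viability in the single-dose screen, relative to plate controls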
# KKLEB cytotox: cytotoxicity in KKLEB CF airway cells, primary screen, cytotoxicity control for CF NF-kB inhibitor project, cell-based, uHTS, fluorescence assay plates | AID 602141, 2011 | 360,000 compounds, 0.36% hits | KKLEB CF airway cells viability, ATPlite luminescence, overnight; active compounds read low; cells stimulated with P. aeruginosa culture filtrate | activity change (cytotoxicity), % at 5 µM;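 active means corrected activity change at or below -50% at 5 µM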
# The depositor's hits bear a star; . = not tested or not shown. The list is partial; rates above refer to the full screens.
SMILES,NR2E3 ag-1,TWEAK-Fn14 inh,NR2E3 ag-2,Peg3 prom inh,Shn3 inh set2,HIF-2a block,TROY signal inh,MITF TRPM1 inh,CF NFkB block,TRAIL sens C8,KKLEB cytotox
CC[C@@H](NCCCn1ccc(NC(=O)OCc2ccccc2)nc1=O)c1ccccc1,12,-10,.,0,-8,3,11,.,-8,-5,2
CCc1c(C)nc2nc(NC(C)=O)[nH]n2c1=O,-14,0,3,8,11,-13,-15,7,-6,8,15
Cn1cc(S(=O)(=O)c2ccccc2)c(=O)c2cc(Cl)ccc21,1,-2,-2,19,-1,11,1,2,-6,0,-4
O=C(NCc1ccc(S(=O)(=O)NC2CCCCC2)s1)c1ccccc1,-26,2,4,6,-8,5,1,12,-6,-9,4
CC(C)(C)n1nnnc1CN(Cc1cccnc1)Cc1ccccc1Cl,11,-13,2,5,-6,11,-1,-8,7,-8,-17
CC(C)CNC(=O)c1cc(-c2ccc(Br)cc2)on1,-107,-19,0,-290,-44,-278,-78,-119,1,9,-9
C=Cc1ccc(Cn2c(C)c(C(=O)NCc3cccc([N+](=O)[O-])c3)sc2=O)cc1,4,16,.,30,26,-10,29,.,14,-25,-9
CC1CCCC(C)N1CCCNC(=O)c1ccc2nc(N3CCCCC3)sc2c1 (stereo unspecified),-111,-3,0,-103,-55,-188,-46,.,-25,9,1
COc1ccc([C@H]2CC(=O)C=C(/C=C/c3ccc(C(F)(F)F)cc3)C2)cc1,-19,-18,3,-132,-35,-134,-29,-10,3,13,1
Cc1ccccc1NC(=O)CN1C(=O)NC2(CCCCCCC2)C1=O,18,-17,.,19,11,-5,3,2,-11,-9,-2
COc1ccc(N(C)S(=O)(=O)c2c(C)noc2C)c(OC)c1,20,-2,4,9,5,9,-10,11,25,-6,-4
COC(=O)[C@H](Cc1ccccc1)NC(=O)NCCc1ccccc1F,8,19,-3,-3,-15,6,-2,-6,-1,4,1
OCCNc1nc(N2CCN(c3ccccc3)CC2)nc2ccccc12,-15,-7,-2,-6,-18,-12,-25,-23,5,-5,-14
Cc1ccccc1N(CC(=O)NCc1ccco1)C(=O)CCC(=O)Nc1nccs1,-5,81*,3,-14,15,-4,-9,1,-16,1,0
O=C(CCC(=O)c1ccccc1)Nc1ccc(C(=O)O)cc1,-8,1,.,11,-6,20,-7,1,7,-13,-1
COc1ccc(NC(=O)COC(=O)COc2ccc(Br)cc2)cc1,16,-7,0,1,-5,14,2,4,6,-13,-16
Fc1cccc(CSc2ccc(-c3ccco3)nn2)c1,-99,-21,-1,-293,-31,-273,-22,-37,-7,16,5
CCNc1ccc([N+](=O)[O-])cc1,1,6,4,5,-5,2,6,-1,21,3,-3
O=C(Nc1ccc(OC(F)F)c(Cl)c1)[C@@H]1CCCN1C(=O)c1cccs1,2,5,-3,15,-25,17,3,13,-4,-10,3
CCOC(=O)c1[nH]c(=O)[nH]c1CNc1ccccc1C#N,0,10,4,5,14,14,18,16,4,-10,-4
COc1ccc(NC(=O)NC2CCN(C(C)C)CC2)c(OC)c1,2,4,2,30,-18,0,-12,15,8,17,-7
Cc1cccc(C(CC(=O)NCCc2ccccc2)c2ccccc2)c1O (stereo unspecified),-3,14,6,3,16,10,8,6,-5,-3,8
COc1cccc(C(=O)OCn2nnc3ccccc3c2=O)c1OC,-12,10,1,9,13,10,-24,1,2,6,8
COc1ccc(/C=N/NS(C)(=O)=O)c(OC)c1,9,15,-1,4,2,13,-12,-2,-22,5,0
COc1ccccc1N1CCN(C(=O)c2cccc(N3C(=O)C4C5C=CC(C5)C4C3=O)c2)CC1 (stereo unspecified),-24,11,0,14,-1,17,-16,9,9,-3,-1

# An excerpt from above in order of their number in MITF TRPM1 inh, lowest first:
mol,NR2E3 ag-1,TWEAK-Fn14 inh,NR2E3 ag-2,Peg3 prom inh,Shn3 inh set2,HIF-2a block,MITF TRPM1 inh,CF NFkB block
CC(C)CNC(=O)c1cc(-c2ccc(Br)cc2)on1,-107,-19,0,-290,-44,-278,-119,1
Cc1ccccc1NC(=O)CN1C(=O)NC2(CCCCCCC2)C1=O,18,-17,.,19,11,-5,2,-11
Cc1cccc(C(CC(=O)NCCc2ccccc2)c2ccccc2)c1O (stereo unspecified),-3,14,6,3,16,10,6,-5

# The results go on.
SMILES,NR2E3 ag-1,TWEAK-Fn14 inh,NR2E3 ag-2,Peg3 prom inh,Shn3 inh set2,HIF-2a block,TROY signal inh,MITF TRPM1 inh,CF NFkB block,TRAIL sens C8,KKLEB cytotox
Cc1ccc(C)c(NC(=O)CN(C)C(=O)CSCc2c(C)noc2C)c1,-10,-26,-3,13,-52,19,5,6,0,8,-8
O=C(N/N=C/c1cccnc1)c1ccc([N+](=O)[O-])cc1,-4,-6,-3,9,-9,-20,.,1,-12,12,9
COc1cccc(NC(=O)Nc2nccc(C)n2)c1,-200,62*,2,-26,-4,-25,26,-2,-13,67*,-3
O=CN/N=C/c1c(O)ccc2ccccc12,-22,8,1,46,53,12,4,34,-6,40,-1
COc1ccc(NC(=O)CSc2nc(=O)n(CCN3CCOCC3)c3c2CCC3)cc1,-4,10,-1,8,-21,11,-4,6,17,-10,-18
COc1ccc(NC(=O)Cn2c(=O)cnc3ccccc32)cc1S(=O)(=O)N1CCCCC1,-13,4,-1,-7,12,1,4,9,-18,-9,12
CCn1c(O)c(C=NCCN2CCOCC2)sc1=S,-8,-13,0,16,-7,5,11,9,6,-5,-4
CCn1c(-c2nn(-c3ccc(C)cc3)ccc2=O)n[nH]c1=S,8,0,-3,3,10,22,-4,5,-6,1,-2
O=C(NCCCCCCNC(=O)N1CCCCCC1)N1CCCCCC1,-4,19,2,-13,3,-15,13,-7,-13,5,2
S=C(N/N=C/c1ccc2ncccc2c1)Nc1cccnc1,7,56*,-4,20,28,18,40,33,3,16,10
COc1ccc(-n2nc3c(c2NC(=O)c2cc(Br)ccc2Cl)CS(=O)C3)cc1 (stereo unspecified),-19,-1,2,5,11,-3,-4,5,-17,-14,-4
CN(C(=O)C1CCC(=O)N(CCc2ccc(Cl)cc2)C1)C1CCOCC1 (stereo unspecified),-12,-1,0,-9,3,2,7,-6,-7,-6,2
CCc1cc2c(=O)n(CC(=O)NCCc3ccc(OC)c(OC)c3)cnc2s1,-1,-16,2,6,1,5,-2,1,-18,-2,1
CCCSc1ccc([C@@H]2[C@@H]3C(=O)N(C)C(=O)[C@@H]3[C@]3(C(=O)OC)CCCCN23)cc1OC,4,8,4,-1,11,2,1,0,7,-5,3
CCN(Cc1ccc(C#CCCO)cc1)CC1CCCN(CCc2cccc(F)c2)C1 (stereo unspecified),9,1,-1,10,-8,6,2,-1,21,0,-10
Cc1cc(C)cc(NC(=O)c2sc3nc(C)cc(C)c3c2N)c1,-103,17,-1,-221,-57,-180,-25,-62,-2,-2,2
COCCN1C(=O)c2ccccc2C(C(=O)NCc2ccco2)C1c1c[nH]c2ccccc12 (stereo unspecified),-13,16,0,17,7,16,4,-13,-2,-4,0
Cc1ccc([C@H]2N[C@]3(CCCN(Cc4ccc(Br)cc4)C3=O)[C@H]3C(=O)N(C)C(=O)[C@@H]23)cc1,23,1,.,3,5,10,-15,.,-46,-4,-6
Nc1ccccc1C(=O)NC(=O)Nc1ccc(Oc2ncc(Br)cn2)c(Cl)c1,6,22,.,-3,-12,-14,29,26,44,15,-16
COc1ccccc1CNC(=O)CCNS(=O)(=O)c1cccc2nonc12,2,5,3,7,34,9,24,-9,-9,-7,3
COc1ccccc1CNS(=O)(=O)c1c(C(=O)N2CCCCC2)c(C)n(C)c1C,-6,2,-2,1,10,6,-15,4,-19,10,-24
CN(CC(=O)NCCc1ccc(S(N)(=O)=O)cc1)c1ccccc1,-29,-3,2,6,15,5,1,-4,8,-2,5
Cc1ccc(C)c(NC(=S)N(Cc2ccco2)C(C)c2cccs2)c1 (stereo unspecified),-18,-8,2,4,-19,20,12,-1,-7,3,7
C[C@@H]1CN(S(=O)C(C)(C)C)[C@H](CCO)/C1=C\c1ccccc1 (stereo partly specified),19,2,.,-2,3,-3,-14,-4,-25,-2,19
O=C(COC(=O)/C=C/c1ccc(F)cc1)NC1CCCC1,-9,3,.,-5,4,8,-21,1,6,5,-7

# Other structures
SMILES,NR2E3 ag-1,TWEAK-Fn14 inh,NR2E3 ag-2,Peg3 prom inh,Shn3 inh set2,HIF-2a block,TROY signal inh,MITF TRPM1 inh,CF NFkB block,TRAIL sens C8,KKLEB cytotox
Cc1nc(SCC(O)CCl)c([N+](=O)[O-])[nH]1 (stereo unspecified),0,-6,3,3,6,7,4,0,-2,7,2
CCOC(=O)c1sc(=S)n(-c2ccc(OC)cc2)c1C,-19,2,-1,14,-27,1,-13,.,1,16,1
Oc1ccc(N2CCN(C(=S)NCCc3ccccc3)CC2)cc1,15,-21,-2,-40,31,-100,-19,-2,0,7,11
COc1ccc(CCNC(=O)CS(=O)Cc2nc(-c3ccccc3Cl)oc2C)cc1OC (stereo unspecified),-16,-8,-4,12,0,-1,-3,2,-1,8,-4
O=C(NCCCNc1ccc(C(F)(F)F)cc1[N+](=O)[O-])c1cc(F)c(F)cc1Cl,27,-1,1,19,4,29,23,-5,0,-10,-2
c1ccc(-n2c(-c3cccs3)nc3nc4ccccc4nc32)cc1,-17,32,-1,41,-2,9,-1,4,-23,7,-10
COc1ccccc1C(=O)Nc1c(C(=O)N(CCN(C)C)Cc2ccco2)oc2ccccc12,14,-14,-2,92*,5,-3,-39,-3,13,-9,-31
COCCNC(=O)c1cccc(OC2CCN(Cc3ccccc3OCCO)CC2)c1,3,-18,1,11,6,10,-9,10,-10,5,2
COc1cccc(CN(C)Cc2nc3cc(C(F)(F)F)ccc3c(=O)[nH]2)c1,-3,-15,0,16,11,18,15,2,1,4,4
N#Cc1c(NC(=O)/C=C/c2ccco2)sc2c1CCCC2,-69,24,-3,-326,-93,-302,2,5,62*,-8,-52*
CC(C)(C)c1cc(NC(=O)COC(=O)C2CC2)n(-c2ccccc2)n1,-9,-4,1,0,1,5,-22,7,0,-11,5
N#CC1(CCCN2CCCCC2)c2ccccc2CCc2ccccc21,-9,12,-1,15,-5,13,-9,-5,17,7,-7
Cc1ccc(S(=O)(=O)n2cnc3ccccc32)cc1,6,-11,4,0,-36,8,3,-13,3,7,-2
CC1CCCCN1CCNC(=O)c1ccc2c(c1)N(Cc1cccc(Cl)c1)C(=O)c1ccccc1S2=O (stereo unspecified),-14,-6,3,-1,2,9,-9,36,16,5,1
